ATXN viability: reduces viability in counter-screen for ATXN expression inhibitors; S2 cells (HEK-293 line with an ATXN2-luciferase reporter) viability, CellTiter-Fluor protease fluorescence, 24 h; Potency, µM (doses to about 56.7 µM), actives largely listed as cytotoxic; 400,000 tested, 0.49% active; note: potency is the fitted concentration of half-maximal effect; nearly all actives have a fitted effect of over 40% in size
TGFb SMAD3 inh: TGF-b pathway inhibition; HepG2 CAGA-GFP TGF-b/SMAD3 reporter, GFP fluorescence, 18 h; TGF-beta stimulated, 500 pg/mL final; Potency, µM (highest dose often 46.1 µM), for inactives: at the top dose activity, negative = inhibition, actives largely listed as inhibitors; 410,000 tested, 1.2% active; AID 588855; note: potency is the fitted concentration of half-maximal effect; % is set by controls: 0 for no effect and ±100 for the full control effect; nearly all actives have a fitted effect of over 65% in size
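Read-out: total well GFP (ex488/em500-530) summed from mean per-cell fluorescence. Cells: HEPG2 CAGA-GFP, 1% FBS DMEM, 18 h at 37 degrees C with 500 pg/mL final TGF-beta. Unstimulated wells served as the full-inhibition control; stimulated DMSO wells = 0%.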
IL-1B inflam inh: inhibitors of inflammasome signaling (IL-1 beta secretion); THP-1 LPS/ATP IL-1B secretion, AlphaLISA, 16 h; active compounds read low; activity change, % at 57.5 µM; 360,000 tested, 4.7% active; in the data active = activity change below about -50%; inconclusive = mostly about -30% to -49%; note: % is set by controls: 0 for no effect and ±100 for the full control effect
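THP-1 cells pretreated 1 hr with compounds (up to 57.5 uM final), then stimulated with LPS (250 ng/mL final) plus ATP (1.25 mM final); secreted IL-1B measured by AlphaLISA after 16 hr, decreased signal indicating inhibition.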
Nrf2 block: inhibitors of Nrf2 signaling | A549 ARE-Fluc reporter, luciferase luminescence, 18-24 h | Potency, µM (titrated, usually from 46 µM), for the others: at the highest dose activity change, negative = inhibition, actives largely listed as inhibitors | 360,000 tested, 2.1% active | AID 504444; note: potency is the fitted concentration of half-maximal effect; % is set by controls: 0 for no effect and ±100 for the full control effect; nearly all actives have a fitted effect of over 60% in size
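Two sequential reads on A549 ARE_Fluc cells exposed to compound for 18-24 h: a CellTiter-Fluor fluorescence read for viability, then a luciferase luminescence read for Nrf2/ARE activity.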
Nrf2 ARE act: Nrf2 pathway activation | AREc32 ARE-luciferase reporter (MCF7-derived line), luminescence, 24 h | Potency, µM (highest dose often 46.1 µM), inactives show top-dose activation, usual class: activators | 410,000 tested, 0.31% active; note: potency is the fitted concentration of half-maximal effect; % of control where 0% means no effect; nearly all actives have a fitted effect of over 65% in size
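Quantitative high-throughput format: AREc32 reporter cells, 1000 per well, received compound by pin transfer and were incubated 24 hr at 37 deg C, 5% CO2, before Steady-Glo luminescence detection.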
ATXN2 expr inh: ATXN2 expression inhibition | HEK-293 ATXN2-luciferase reporter, luminescence, 24 h | Potency, µM (top dose mostly 57 µM), for inactives: at the top dose activity change, negative = inhibition, usual class: inhibitors | 360,000 tested, 0.72% active | AID 1745845; note: potency is the fitted concentration of half-maximal effect; % is set by controls: 0 for no effect and ±100 for the full control effect; nearly all actives have a fitted effect of over 55% in size
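ATXN2-luciferase reporter cells (luciferase flanked by upstream and downstream ATXN2 gene portions) were treated 24 h at 37 °C with compounds at up to 57 uM. SteadyGlo luminescence gave expression; GF-AFC fluorescence gave viability.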
MCF10A rerep: inducers of DNA re-replication in MCF 10A breast cells; MCF 10A DNA re-replication, Hoechst nuclear intensity, 48 h; Potency, µM (doses to about 46.1 µM), for inactives: top-dose activity, positive = re-replication, usual class: activators; 350,000 tested, 2.9% active; AID 624296; note: potency is the fitted concentration of half-maximal effect; % of control where 0% means no effect; nearly all actives have a fitted effect of over 50% in size
HepG2 tox: kills HepG2 cells in TGF-b inhibitor counter-screen; HepG2 CAGA-GFP viability, ATP luminescence, 18 h; Potency, µM (doses to about 46.1 µM), for inactives: at the top dose activity change, negative = cytotoxicity, usual class: cytotoxic; 410,000 tested, 0.76% active; AID 588856; note: potency is the fitted concentration of half-maximal effect; some results filed as inactive show a strong effect at the top dose
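HepG2 CAGA-GFP cells (1000/well, DMEM with 1% FBS) received compound, then TGF-beta at 500 pg/mL final, and were incubated 18 hours at 37 degrees C. Viability was read by CellTiter-Glo luminescence. Media-only wells were set as complete cell-killing and DMSO as no toxicity.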
A549 tox: kills or reduces viability of A549 cells in Nrf2 counter-screen. 390,000 tested, 0.16% active. Potency, µM (series often up to 46 µM), inactives show at the highest dose activity change, negative = cytotoxicity, usual class: inhibitors. A549 ARE-Fluc cells, CellTiter-Fluor viability, 18-24 h; note: potency is the fitted concentration of half-maximal effect; % is set by controls: 0 for no effect and ±100 for the full control effect
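Cytotoxicity counterscreen: CellTiter-Fluor fluorescence was measured in A549 ARE_Fluc cells after 18-24 h of compound exposure in a concentration series. The subsequent BugLite luminescent read reports ARE-luciferase activity.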
* = called active by the depositor; i = inactive; u = inconclusive; x = no result given. Unless noted, calls come from the whole dose curve; as a rule, active = well fitted curve in the direction sought with a large enough effect; inconclusive = small, poorly fitted or top-dose-only effect, or another doubt; inactive = no such curve, though single readings can be large; an effect the other way counts as inactive or inconclusive.

SMILES	ATXN viability	TGFb SMAD3 inh	IL-1B inflam inh	Nrf2 block	Nrf2 ARE act	ATXN2 expr inh	MCF10A rerep	HepG2 tox	A549 tox
CCSc1ncc(Cl)c(C(=O)Nc2ccc(S(=O)(=O)Nc3onc(C)c3C)cc2)n1	i	8.3%	15.9	-5.7%	-0.7%	1.8%	0.8%	2.1%	-1.8%
COc1ccc(C(=O)N2CCN(Cc3ccccc3C(F)(F)F)CC2)cc1	i	-10.1%	-10.6	8.4%	-0.6%	-4.8%	15.2%	0.3%	2.6%
COc1ccc(OCC(=O)N2CCN(C(=O)c3ccc(OC)c(OC)c3)CC2)cc1	i	2.2%	x	16.2%	-0.1%	4.1%	x	-9.0%	5.5%
COc1ccc2c(-c3ccc(OCCN4CCCCC4)cc3)c(-c3ccccc3OC)sc2c1	x	u	-20.3	-1.6%	11.4%	u	u	12.6µM*	0.5%
Cc1ccc(C)c(NC(=O)C2CCN(S(=O)(=O)c3c(C)noc3/C=C/c3cccs3)CC2)c1	x	4.0%	x	3.7%	-0.7%	x	x	-14.4%	0.2%
CC(C)c1cc(NC(=O)c2ccccc2)cc(C(C)C)c1O	i	-14.0%	-56.9*	-5.7%	0.1%	-16.2%	7.6%	-6.0%	-0.4%
CCOC(=O)C1(C)CCN1C(=O)c1cccc(C(F)(F)F)c1 (stereo not given)	i	-12.9%	29.1	x	0.5%	15.6%	x	-3.4%	x
CC(=O)Nc1ccc(/C=N/NC(=O)c2cccc(S(=O)(=O)N3CCOCC3)c2)cc1	i	-9.3%	10.6	0.3%	0.3%	-10.5%	9.0%	-1.5%	1.3%
Cc1ccc(NC(=S)NCc2ccccc2)cc1C	x	1.4%	-15.0	6.7%	-0.2%	17.6%	-1.1%	-9.0%	-1.4%
COc1cc(/C=C/C(=O)O)cc(S(=O)(=O)Nc2ccccc2Cl)c1OC	u	-0.7%	16.4	-10.3%	-0.8%	-3.8%	6.8%	0.8%	3.9%
O=C(COC(=O)CSc1ccc2ccccc2c1)NC1CC1	i	2.5%	23.2	-2.2%	-0.7%	-2.4%	-4.4%	-8.4%	-1.2%
CN(C)CCNC(=O)c1c(CSc2ccc(Cl)cc2)noc1C(=O)NCc1ccccc1	i	0.2%	-3.9	-2.5%	0.4%	0.6%	1.2%	-10.5%	-4.6%
CN(C)c1ccc(C(C(=O)NCc2ccccc2)N(Cc2ccco2)C(=O)c2snc(C(N)=O)c2N)cc1 (stereo not given)	u	18.3%	-72.0*	3.9%	0.2%	-14.3%	18.9%	-10.2%	-12.1%
Cc1cc(=O)[nH]c(SCC(=O)O)c1C#N	u	6.1%	61.1	-10.9%	-0.6%	-2.9%	1.8%	3.1%	-9.2%
Cc1c(-c2ccccc2)n(O)[n+]([O-])c1-c1ccccc1	i	-0.9%	-5.6	x	7.4%	x	x	-17.1%	x
CCn1c(CNc2ccc(C)cc2)nnc1SCC(N)=O	i	-3.9%	7.9	u	2.1%	-16.7%	-5.8%	7.7%	-4.0%
CCc1nc2ccccc2n1CC(=O)N1CCN(Cc2ccccc2)CC1	i	-2.2%	-2.9	-41.5%	2.5%	-1.5%	0.0%	2.9%	0.3%
CC(C)n1c(NCCc2ccccc2)nc2c1c(=O)n(C)c(=O)n2C	i	-7.0%	-16.8	13µM*	-0.2%	-21.4%	16.2%	3.0%	-4.6%
Cc1cc(C(=O)Nc2cc(C)on2)on1	i	14.0%	12.5	0.5%	-0.3%	3.9%	1.3%	-1.7%	0.0%
COC(=O)c1noc(-c2ccc(C)cc2)n1	i	-10.9%	10.1	16.5%	0.4%	-12.8%	-2.1%	-7.5%	1.7%
CCOc1ccc(S(=O)(=O)N2CCCC(C(=O)NCc3cccnc3)C2)cc1Cl (stereo not given)	i	-29.8%	-2.0	-27.7%	0.2%	-6.9%	13.1%	-47.6%	-2.7%
N#Cc1c(/N=C/C=C/c2ccccc2)sc2c1CCCC2	i	21.2%	u	u	10.1%	11.7%	-4.2%	-30.1%	-12.6%
Cc1cccc(-c2nnc(-c3ccc(N)cc3)o2)c1	i	24.4%	-14.5	u	0.4%	14.7%	1.6%	-6.7%	11.3%
CC(=O)C1=C(C)NC2(O)c3ccccc3C(=O)C12O (stereo not given)	i	5.3%	12.1	-16.1%	0.9%	u	-2.3%	13.5%	-2.5%

Nine entries from above, arranged by molecular weight, falling:
SMILES	ATXN viability	TGFb SMAD3 inh	IL-1B inflam inh	Nrf2 block	Nrf2 ARE act	ATXN2 expr inh	MCF10A rerep	HepG2 tox	A549 tox
CN(C)c1ccc(C(C(=O)NCc2ccccc2)N(Cc2ccco2)C(=O)c2snc(C(N)=O)c2N)cc1 (stereo not given)	u	18.3%	-72.0*	3.9%	0.2%	-14.3%	18.9%	-10.2%	-12.1%
CCc1nc2ccccc2n1CC(=O)N1CCN(Cc2ccccc2)CC1	i	-2.2%	-2.9	-41.5%	2.5%	-1.5%	0.0%	2.9%	0.3%
CC(C)n1c(NCCc2ccccc2)nc2c1c(=O)n(C)c(=O)n2C	i	-7.0%	-16.8	13µM*	-0.2%	-21.4%	16.2%	3.0%	-4.6%
CCn1c(CNc2ccc(C)cc2)nnc1SCC(N)=O	i	-3.9%	7.9	u	2.1%	-16.7%	-5.8%	7.7%	-4.0%
N#Cc1c(/N=C/C=C/c2ccccc2)sc2c1CCCC2	i	21.2%	u	u	10.1%	11.7%	-4.2%	-30.1%	-12.6%
CC(=O)C1=C(C)NC2(O)c3ccccc3C(=O)C12O (stereo not given)	i	5.3%	12.1	-16.1%	0.9%	u	-2.3%	13.5%	-2.5%
Cc1cc(=O)[nH]c(SCC(=O)O)c1C#N	u	6.1%	61.1	-10.9%	-0.6%	-2.9%	1.8%	3.1%	-9.2%
COC(=O)c1noc(-c2ccc(C)cc2)n1	i	-10.9%	10.1	16.5%	0.4%	-12.8%	-2.1%	-7.5%	1.7%
Cc1cc(C(=O)Nc2cc(C)on2)on1	i	14.0%	12.5	0.5%	-0.3%	3.9%	1.3%	-1.7%	0.0%

Further entries:
SMILES	ATXN viability	TGFb SMAD3 inh	IL-1B inflam inh	Nrf2 block	Nrf2 ARE act	ATXN2 expr inh	MCF10A rerep	HepG2 tox	A549 tox
CC(C)c1c(O)nc(SCc2ccc(F)cc2)[nH]c1=O	i	-24.0%	-5.6	-16.0%	-0.5%	8.2%	u	8.1%	6.8%
CCOC(=O)C1=C(c2ccccc2)Nc2ncnn2C1c1cccc(O)c1 (stereo not given)	i	0.4%	9.3	-14.7%	0.1%	-9.0%	21.0%	2.3%	0.0%
Cc1ccc(NC(=O)COC(=O)CNC(=O)c2ccc(Br)cc2)c(C)c1	i	-1.6%	0.0	6.7%	-0.4%	5.3%	8.9%	9.2%	-1.7%
CCCCn1c(N)c(N(CC(C)C)C(=O)c2ccc(OC)c(S(=O)(=O)N3CCOCC3)c2)c(=O)[nH]c1=O	i	3.0%	12.2	17.3%	-0.4%	0.6%	-6.2%	4.5%	15.3%
Cc1ccc(S(=O)(=O)N/N=C/c2ccccc2O)cc1	i	-10.9%	49.8	-10.0%	3.7%	9.4%	12.3%	3.2%	-4.2%
CC(C)CC1Nc2ccc(C(=O)NCCCN3CCCCC3C)cc2NC1=O (stereo not given)	i	4.0%	-16.0	u	-0.5%	3.4%	0.7%	0.4%	0.9%
O=C(CN1CCN(C(=O)c2ccco2)CC1)NCc1ccc(Cl)cc1	i	5.8%	-12.0	17.9%	2.4%	4.1%	-2.1%	-11.5%	-0.8%
CS(=O)(=O)c1ccc(NC(=O)c2ccc3c(c2)S(=O)(=O)N=C2CCCCCN23)cc1	i	21.3%	5.4	u	1.0%	-10.8%	5.1%	-0.2%	4.0%
COc1ccc(N(CC(=O)Nc2ccccc2OC)S(=O)(=O)c2ccc(NC(C)=O)cc2)cc1	i	0.0%	25.8	-7.5%	-0.5%	-17.9%	13µM*	4.1%	-18.3%
COCCn1c(C)cc(C(=O)COc2ncnc3ccc(Br)cc23)c1C	i	-24.8%	10.7	u	-0.6%	-9.9%	2.8%	-8.2%	-0.7%
CN(CC(=O)NC(=O)NC1CCCCC1)c1ccccc1	i	3.3%	-7.2	-9.7%	-0.6%	x	3.8%	-6.2%	-1.4%
COC(=O)C1CCN(Cc2c(C(=O)N3C[C@@H](C)O[C@@H](C)C3)nc3ccc(Cl)cn23)CC1	i	-3.6%	0.0	-13.3%	-0.2%	-9.6%	u	-11.4%	5.3%
COc1ccc(CCNC(=O)c2cccs2)cc1OC	i	1.1%	-5.9	-24.0%	1.1%	4.0%	-2.2%	3.5%	-5.2%
O=C(C1=C[C@H](c2ccccc2)C[C@H](OCc2ccc(CO)cc2)O1)N1CCOCC1	i	-35.1%	-3.5	2.7%	-1.0%	-0.3%	-1.1%	2.7%	-4.8%
O=C(COC(=O)c1ccncc1)c1ccccc1	i	-23.2%	-5.2	19.8%	0.1%	-21.7%	-5.7%	5.0%	3.1%
CC1=C(C(=O)Nc2ccc(C)cc2C)C(CC(C)C)n2nc(SCc3ccccc3C)nc2N1 (stereo not given)	i	-20.0%	x	10.8%	-0.3%	2.3%	x	-17.9%	0.5%
CCOC(=O)N1CCN(C(=O)C2CCN(S(=O)(=O)c3ccc(C)cc3)CC2)CC1	x	-19.8%	4.1	-5.9%	0.2%	x	4.2%	-10.9%	-5.1%
CCCCC(=O)Nc1ccc2nc(SCC(=O)N3CCCC3)sc2c1	x	0.0%	x	-8.9%	10.5%	x	x	-25.7%	-9.0%
COc1ccccc1Cc1c(-c2ccc(Cl)cc2)nc2ccc(Br)cn12	u	u	3.2	x	6.1%	11.7%	x	-3.2%	x
O=[N+]([O-])c1ccc(N/N=C/c2c[nH]c3ccccc23)cc1	u	u	-90.4*	4.0%	25.6%	0.0%	u	-20.5%	-26.5%

No enrichment for hits; about 8.8% have a hit in one of these screens.
